Assay outcomes (PubChem BioAssay)
GAA spleen mod = inhibitors or activators of human alpha-glucosidase in spleen homogenate; P10253; 240,000 tested, 0.006% active; Potency, µM (highest dose often 79.9 µM), for the others: at the top dose activity change, negative = inhibition, most hits filed as inhibitors; human spleen homogenate, 4-MU-alpha-glucoside fluorescence;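 note: 0% = enzyme with vehicle and -100% = no enzyme basal signal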
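Compounds were titrated against alpha-glucosidase in spleen homogenate at pH 5.0, with 1 mM 4-methylumbelliferyl substrate for 40 min at 37 C. Reactions were quenched with pH 10 NaOH/glycine and fluorescence measured.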
Tau fluor cs = counter-screen for tau fibril formation inhibitors; Potency, µM (titrated, usually from 57.7 µM), for inactives: at the top dose activity change, negative = decrease; tau K18 P301L Alexa594 fluorescence, heparin fibrillization; 280,000 tested, 0.93% active; note: % is set by controls: 0 for no effect and ±100 for the full control effect; nearly all actives have a fitted effect of over 55% in size
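Human tau K18 P301L (15 uM unlabeled, 0.24 uM Alexa 594-labeled) in 100 mM sodium acetate pH 7 with 20 uM heparin, 6 hr at 37 C. ThT 30 uM added, 1 hr ambient; Alexa 594 FP and total fluorescence read at 555/632 nm.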
ALDH1A1 inh = inhibitors of human aldehyde dehydrogenase 1A1. P00352. Purified ALDH1A1, NADH fluorescence, propionaldehyde substrate. Potency, µM (doses to about 75.3 µM), inactives show at the top dose activity, negative = inhibition, most hits filed as inhibitors. 220,000 tested, 7.3% active. AID 1030; active = well fitted inhibition curve with a large enough effect, not every such curve was filed as active; inconclusive = small, poorly fitted or top-dose-only effect, or another doubt; inactive = no such curve, though single readings can be large or run the other way;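 note: plate controls were no enzyme wells and a reference inhibitor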
Target sequence (P00352 whole entry, looked up): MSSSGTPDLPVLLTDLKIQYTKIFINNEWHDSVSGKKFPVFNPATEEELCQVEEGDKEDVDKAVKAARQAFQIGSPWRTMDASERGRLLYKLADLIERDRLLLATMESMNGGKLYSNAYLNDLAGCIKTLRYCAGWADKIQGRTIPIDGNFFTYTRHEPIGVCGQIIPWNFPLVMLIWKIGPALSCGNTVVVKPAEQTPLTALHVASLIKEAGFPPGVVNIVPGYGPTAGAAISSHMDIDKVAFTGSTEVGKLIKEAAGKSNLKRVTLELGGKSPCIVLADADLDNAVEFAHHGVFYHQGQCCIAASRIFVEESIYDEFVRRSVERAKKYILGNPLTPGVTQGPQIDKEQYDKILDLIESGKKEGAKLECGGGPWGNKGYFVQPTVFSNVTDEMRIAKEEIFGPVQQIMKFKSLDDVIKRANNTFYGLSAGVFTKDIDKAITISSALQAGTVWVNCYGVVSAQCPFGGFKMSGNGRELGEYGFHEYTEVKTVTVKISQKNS
GAA glycogen = GAA glycogen-cleavage inhibition or activation | P10253 | recombinant GAA, glycogen substrate, Amplex Red glucose oxidase fluorescence | Potency, µM (top dose mostly 76.4 µM), inactives show at the top dose activity change, negative = inhibition, usual class: inhibitors | 300,000 tested, 0.38% active | AID 2100;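 note: 0% = full enzyme reaction and -100% = no-enzyme basal signal; the screen sought inhibitors and activators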
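Recombinant human alpha-glucosidase (4 nM final) hydrolysed bovine liver glycogen (30 ug) for 40 min at 37 C in pH 5.0 citrate/phosphate with 0.01% Tween-20. Released glucose detected by glucose oxidase/Amplex Red, Ex 573/Em 610 nm. Compounds up to 77 uM; AC50 from Hill fits.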
NPSR antag = antagonists of human neuropeptide S receptor cAMP signaling. Q6W5P4. CHO-NPSR cells, cAMP TR-FRET, antagonist mode. Potency, µM (titrated, usually from 38.3 µM), without a hit: top-dose activity change, negative = inhibition, usual class: inhibitors. 220,000 tested, 1% active. AID 1461; note: % is set by controls: 0 for no effect and ±100 for the full control effect; nearly all actives have a fitted effect of over 50% in size; many of its hits are not listed in these tables
Epigenetic derep = regulators of epigenetic silencing causing reporter derepression in mouse cells; murine LDR cells, GFP reporter derepression, 30 h; Potency, µM (top dose mostly 53.9 µM), for inactives: at the top dose GFP activation, hits mostly activators; 280,000 tested, 0.2% active; AID 1865; note: % of control where 0% means no effect; nearly all actives have a fitted effect of over 60% in size
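In this reporter-derepression format, murine cells bearing a silenced integrated CMV-GFP locus incubate with test compound (30 h, 37 C), then are washed and imaged; fluorescent objects of 20–120 um count as induced cells.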
aGal spleen mod = inhibits or activates alpha-galactosidase in human spleen homogenate; P06280; human spleen homogenate, 4MU-alpha-Gal fluorescence, 40 min; Potency, µM (series often up to 80 µM), for inactives: at the top dose activity change, negative = inhibition, hits mostly inhibitors; 240,000 tested, 0.008% active; AID 2107;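 note: 0% = enzyme with vehicle and -100% = no enzyme basal signal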
Target sequence (P06280 32-429 limits assumed): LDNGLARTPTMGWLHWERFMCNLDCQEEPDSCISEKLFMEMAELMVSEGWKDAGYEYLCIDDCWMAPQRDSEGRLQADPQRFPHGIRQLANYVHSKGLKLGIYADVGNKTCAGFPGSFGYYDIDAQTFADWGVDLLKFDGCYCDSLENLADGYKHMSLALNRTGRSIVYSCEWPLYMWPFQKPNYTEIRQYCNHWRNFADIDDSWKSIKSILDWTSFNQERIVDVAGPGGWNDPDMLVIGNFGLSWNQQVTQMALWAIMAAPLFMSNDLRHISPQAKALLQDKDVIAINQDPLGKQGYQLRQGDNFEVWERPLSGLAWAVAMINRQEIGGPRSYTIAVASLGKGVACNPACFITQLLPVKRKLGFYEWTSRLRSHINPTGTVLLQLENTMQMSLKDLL
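Fluorogenic readout (Ex 365/Em 440 nm) of 4-methylumbelliferone released from 1 mM 4-MU-alpha-galactoside by spleen homogenate, 40 min at 37C, pH 5.0. Data normalized to no-enzyme and enzyme controls; Hill-equation AC50 from compound titrations.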
GAA inh = blocks human lysosomal alpha-glucosidase | Potency, µM (doses to about 76.9 µM), without a hit: top-dose activity change, negative = inhibition, hits mostly inhibitors | purified human GAA, 4-MU-alpha-glucoside fluorescence | AID 1466 | 200,000 tested, 0.005% active | P10253;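 note: plate controls were uninhibited enzyme wells for no effect and no-enzyme background for full effect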
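Compounds are titrated up to 77 uM against 4 nM human enzyme. Substrate 4-methylumbelliferyl-alpha-D-pyranoside (400 uM) reacts 20 min at room temperature in pH 5.0 buffer; liberated 4-methylumbelliferone is read at 440 nm.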
* hit, by the source's call; u = inconclusive; x = no result given; & = joins results of further samples; [ ] = remark or other dose. Unless noted, calls come from the whole dose curve; as a rule, active = well fitted curve in the direction sought with a large enough effect; inconclusive = small, poorly fitted or top-dose-only effect, or another doubt; inactive = no such curve, though single readings can be large; an effect the other way counts as inactive or inconclusive. Potency is the fitted concentration of half-maximal effect. A portion of the library. The share of hits here may be higher or lower than overall.

1) COc1ccc(NC(=S)N2CCN(C(=O)c3ccco3)CC2)c(OC)c1
2) CCN(CC)C1=N/C(=C\c2ccc(OC)cc2)C(=O)N1c1ccccc1
3) COc1ccccc1Cn1c(C)nnc1-c1cnn(C)c1N
4) CC1(C)OC(=O)N(c2ccccn2)C1(C)O (stereo unspecified)
5) O=C(Nc1nc2ccccc2s1)C1CC(=O)N(c2ccc(Br)cc2)C1 (stereo unspecified)
6) CC1=NOC(=O)/C1=C\c1ccc(-c2ccc(Cl)cc2Cl)o1
7) CC1(C)Cc2c(cnn2-c2ccccc2)C(=O)/C1=N\NC(=O)c1ccccc1O
8) O=C(Nc1ccc(Cl)cc1)N1CCCN(Cc2ccc(F)cc2)C1

assay / compound	1	2	3	4	5	6	7	8
GAA spleen mod	-5%	3%	1%	-3%	2%	1%	-7%	5%
Tau fluor cs	-3%	u	0%	5%	u	u	u	-28%
ALDH1A1 inh	3%	u	-12%	7%	-9%	10µM*	-4%	4%
GAA glycogen	-12%	-4%	7%	4%	-10%	4%	-7%	-7%
NPSR antag	29%	-18%	2%	-2%[46.1 µM]	-24%[46.1 µM]	u	-26%[46.1 µM]	u
Epigenetic derep	1.9%	u	3.9%	0.2%	1.2%	18%	9.5%	-0.1%
aGal spleen mod	-15%	6%	-2%	5%	11%	-3%	0%	5%
GAA inh	-19%	u	-2%	10%	x	11%	-9%	-5%

9) C/C(Cl)=C\Cn1c(O)c(N=O)c2ccccc21
10) CSc1ccccc1NC(=O)CN(c1cc(C)cc(C)c1)S(C)(=O)=O
11) Cc1nn(Cc2ccccc2Cl)c(C)c1NC(=O)NC12CC3CC(CC(C3)C1)C2
12) COc1ccc(NC(=O)C2CCN(c3nc(C)nc4c3CCC4)CC2)cc1
13) C=CCC1(O)C(=O)N2C(=C1C(=O)N1CCOCC1)c1ccccc1CC2(C)C (stereo unspecified)
14) OC(CN(c1ccccc1)c1ccccc1)Cn1cnc2ccccc21 (stereo unspecified)
15) CCCn1ncc(CN2CCC(CO)(Cc3ccc(OC)cc3)CC2)c1C
16) Cc1cc(N)n(-c2ccccc2C)n1

assay / compound	9	10	11	12	13	14	15	16
GAA spleen mod	1%	-9%	-22%	0%	-3%	-22%	-1%	-5%
Tau fluor cs	-14%	-2%	0%	-2%	-17%	u	6%	1%
ALDH1A1 inh	u	18%	-13%	4%	6%	-13%	1%	-1%
GAA glycogen	1%	-1%	-10%	-2%	1%	-12%	18%	5%
NPSR antag	21%	-20%[46.1 µM]	u	-6%[46.1 µM]	-6%[46.1 µM]	-28%[46.1 µM]	-10%	20%
Epigenetic derep	-2.0%	-0.8%	16%	-1.6%	-1.5%	0.0%	0.3%	-2.6%
aGal spleen mod	3%	1%	-2%	-6%	7%	4%	0%	4%
GAA inh	0%	-17%	-3%	-4%	-5%	-4%	1%	5%

17) CCCCn1c(O)c(N=Nc2ccccn2)c2ccccc21
18) CCOC(=O)c1c(-c2ccc(C)o2)csc1NC(=O)CSc1nnnn1-c1ccccc1
19) COc1ccc(CNc2ncccn2)cc1OC
20) Cc1cc(C(=O)Nc2ccc3nc(C)sc3c2)c2ccccc2n1
21) N=C1/C(=C/c2cccn2CCOc2ccccc2)C(=O)N=C2SC=C(c3ccccc3)N12
22) Cc1nccn1CCCN1C(=O)CNC1=S
23) Cc1ccc(C(=O)c2ccccc2C(=O)OCC(=O)NCCc2ccccc2)cc1
24) O=C(Nc1ccccc1-c1ccccc1)NC1CC2CCCC(C1)N2CCc1ccccc1 (stereo unspecified)

assay / compound	17	18	19	20	21	22	23	24
GAA spleen mod	-11%	1%	0%	3%	3%	-8%	-12%	0%
Tau fluor cs	-19%	4%	-2%	-11%	u	8%	-12%	-3%
ALDH1A1 inh	u	1.6µM*	4%	x	-4%	-5%	u	3%
GAA glycogen	-7%	-5%	11%	4%	-7%	-27%	-4%	0%
NPSR antag	-20%	u	16%	1%	-12%	14%	-9%	18%
Epigenetic derep	-3.0%	-0.4%	1.1%	u	4.7%	-1.5%	-1.1%	0.0%
aGal spleen mod	-14%	5%	7%	8%	4%	1%	5%	4%
GAA inh	-4%	-3%	4%	x	-9%	-1%	4%	1%

By substructure, those above with sulfur.
1) COc1ccc(NC(=S)N2CCN(C(=O)c3ccco3)CC2)c(OC)c1
5) O=C(Nc1nc2ccccc2s1)C1CC(=O)N(c2ccc(Br)cc2)C1 (stereo unspecified)
10) CSc1ccccc1NC(=O)CN(c1cc(C)cc(C)c1)S(C)(=O)=O
18) CCOC(=O)c1c(-c2ccc(C)o2)csc1NC(=O)CSc1nnnn1-c1ccccc1
20) Cc1cc(C(=O)Nc2ccc3nc(C)sc3c2)c2ccccc2n1
21) N=C1/C(=C/c2cccn2CCOc2ccccc2)C(=O)N=C2SC=C(c3ccccc3)N12
22) Cc1nccn1CCCN1C(=O)CNC1=S

assay / compound	1	5	10	18	20	21	22
GAA spleen mod	-5%	2%	-9%	1%	3%	3%	-8%
Tau fluor cs	-3%	u	-2%	4%	-11%	u	8%
ALDH1A1 inh	3%	-9%	18%	1.6µM*	x	-4%	-5%
GAA glycogen	-12%	-10%	-1%	-5%	4%	-7%	-27%
NPSR antag	29%	-24%[46.1 µM]	-20%[46.1 µM]	u	1%	-12%	14%
Epigenetic derep	1.9%	1.2%	-0.8%	-0.4%	u	4.7%	-1.5%
aGal spleen mod	-15%	11%	1%	5%	8%	4%	1%
GAA inh	-19%	x	-17%	-3%	x	-9%	-1%

Next records follow:
25) COc1ccc(N2CCN(C(=O)CNS(=O)(=O)c3ccc(C)c(C)c3)CC2)cc1
26) CNC(=O)c1[nH]cnc1C(=O)Nc1ccc(C)cc1
27) O=C1c2ccccc2S(=O)(=O)N1CC1CC(c2ccccc2Cl)=NO1 (stereo unspecified)
28) CC(C(=O)NN=C(c1ccccc1)c1ccccc1)N1CCOCC1 (stereo unspecified)
29) Cc1ccc(S(=O)(=O)N(NC2=NS(=O)(=O)c3ccccc32)C(=O)c2ccccc2)cc1
30) O=C(CN1C(=O)c2ccccc2C1=O)Nc1cccnc1
31) CNc1ccncc1S(=O)(=O)NC
32) Cc1ccc(C)c(Cn2c(=O)n(-c3ccc(CC(=O)NCc4ccco4)cc3)c(=O)c3sccc32)c1

assay / compound	25	26	27	28	29	30	31	32
GAA spleen mod	4%	0%	5%	1%	-6%	1%	-6%	9%
Tau fluor cs	-19%	-1%	u	-2%	1%	-1%	-5%	2%
ALDH1A1 inh	u	-9%	13µM*	-3%	u	7%	10%	11%
GAA glycogen	10%	-6%	-5%	8%	5%	3%	-7%	5%
NPSR antag	-1%	-12%[46.1 µM]	-14%	-10%	18%	1%[46.1 µM]	5%	-5%[46.1 µM]
Epigenetic derep	-0.4%	1.4%	1.0%	-1.9%[10.1 µM]	-0.9%	-5.7%	-1.0%	3.1%
aGal spleen mod	1%	-1%	4%	2%	2%	-4%	4%	6%
GAA inh	-2%	2%	-4%	10%	u	-1%	1%	3%

33) Cc1ccc(-n2sc3ccccc3c2=O)cc1S(=O)(=O)N1CCCCC1
34) CCOc1ccc(NC(C)=O)cc1
35) NC(=O)CC[C@H](NC(=O)c1ccc(F)cc1)C(=O)OCC(=O)Nc1ccc(N2CCOCC2)cc1
36) CCC1CCCCN1C(=O)CSc1nnc(-c2ccc(Cl)s2)o1 (stereo unspecified)
37) c1ccc(-n2nnnc2-c2cnc(-c3ccncc3)nc2-c2cccs2)cc1
38) CCC1=C(OC(=O)N(CC)CC)N2C(=O)OC(=NCCc3c[nH]c4ccccc34)[C@]2(C)[C@H]2C1=CC[C@H]1C(=O)N(C)C(=O)[C@H]12
39) CC(C)(C)c1ccc(C2(C)NC(=O)N(CC(=O)c3ccc[nH]3)C2=O)cc1 (stereo unspecified)
40) COc1ccc(-c2c(C)c3ccc(OCC(C)=O)cc3oc2=O)cc1

assay / compound	33	34	35	36	37	38	39	40
GAA spleen mod	-11%	-14%	-7%	-8%	-2%	-5%&6%	-20%	6%
Tau fluor cs	-19%	-10%	1%	-8%	u	-29%&-10%	-15%	-14%
ALDH1A1 inh	2.2µM*	-7%	11µM*	u	u	-2%	-1%	u
GAA glycogen	-8%	11%[76.3 µM]	0%	-2%	9%	2%	-5%	-6%
NPSR antag	-27%[46.1 µM]	x	-5%	u	u	1%	-20%[46.1 µM]	-3%
Epigenetic derep	3.5%	-0.5%	-0.9%	-2.2%	1.4%	7.3%&-1.9%	6.6%	2.5%
aGal spleen mod	-2%	-1%	-3%	-4%	-3%	2%&10%	-4%	8%
GAA inh	-8%	x	2%	-2%	1%	x	-4%	-7%[15.4 µM]

41) NC(=O)N/N=C/C=C/c1ccccc1
42) CCCn1cc(CN2CCCC(CNC(=O)c3ccc(F)cc3)C2)c(C)n1 (stereo unspecified)
43) Cc1[nH]nc(SCC(=O)NCc2ccccc2)c1[N+](=O)[O-]
44) COc1ccc(OC)c(NC(=O)C(=O)NCCC2=CCCCC2)c1
45) Cc1nn(Cc2ccc(Cl)cc2)c(C)c1NC(=O)c1c(-c2ccccc2)noc1C
46) O=C(O)C(c1ccccc1)N1C(=O)/C(=C/c2cccs2)SC1=S (stereo unspecified)
47) C=CCNC(=S)NNc1nc2c(c(=O)[nH]1)C1(CCCCC1)Cc1ccccc1-2
48) CCOC(=O)c1c(C)c(C(=O)Nc2ccc(N(C)C)cc2)c(C)n1CC

assay / compound	41	42	43	44	45	46	47	48
GAA spleen mod	-6%	-2%	-10%	-2%	-3%	11%	-2%	-3%
Tau fluor cs	4%	3%	-11%	-20%	-7%	-15%	u	-18%
ALDH1A1 inh	-3%	10%	8%	-7%	-2%	u	13µM*	u
GAA glycogen	12%	-5%	2%	-4%	-14%	-6%	u	12%
NPSR antag	-14%	-10%	-26%	-12%	-19%[46.1 µM]	29%	-9%	u
Epigenetic derep	-6.0%	2.1%	0.9%	-0.9%	0.0%	-0.7%	2.3%	-1.9%
aGal spleen mod	-15%	9%	-13%	-5%	-5%	-11%	-9%	-2%
GAA inh	7%	5%	-3%	-2%	-3%	-9%	u	1%
